Compound activity: PubChem, several laboratories
HIF activator: HIF pathway transcriptional activation. U2OS HRE-luciferase reporter, luminescence; normalized: DMSO 0%, desferrioxamine 100%. activation, % at 7.5 µM (by protocol). 300,000 tested, 0.32% active;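 active = mean activation of at least 10% of the iron chelator positive control signal, with at least half of replicates also reaching 10%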
HSF-1 act: increases HSF-1 driven luciferase reporter signal; NIH3T3-HGL HSF-1 luciferase reporter, MG132, 8 h; 100% = twice DMSO control signal; activation, % at 9 µM; 300,000 tested, 1.7% active;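 active = mean replicate activation of at least 50% with a set share of replicates each reaching 50%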;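 also: 0% = median of the neutral control wells and 100% = twice that signal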
SKKanGAS inh: inhibitors of SKKanGAS S. pyogenes growth in kanamycin (SK-promoter or general growth effect) | BacTiter-Glo, 6 h | inhibition, % at 7.5 µM | 300,000 tested, 1.3% active | AID 1662;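 active = mean replicate score, as percent of positive control median, at least 50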;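 also: strain carries kanamycin resistance gene driven by streptokinase promoter and grows in 40 µg/ml kanamycin; loss of luminescence reflects streptokinase promoter inhibition or plain growth inhibition; 0% = median of DMSO wells and 100% = positive control at its reference dose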
KLF5 inh: kruppel-like factor 5 inhibition; AID 1700; inhibition, % at 5 µM; 290,000 tested, 0.23% active; DLD-1 KLF5 promoter-luciferase reporter, luminescence;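 active = inhibition above a per-plate limit of that plate's mean compound inhibition plus 3 SD, cut at about 60% in these data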;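 also: 0% = DMSO wells and 100% = LY294002 at 200 µM; higher means less KLF5 promoter-driven luciferase light; inactives centre near -14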
aSyn 5UTR inh: 5' untranslated region of α-synuclein, MLPCN primary screen. inhibition, % (tested at 7.5 µM). AID 1813. 300,000 tested, 0.82% active. alpha-synuclein 5'UTR reporter, inhibitor activity; in the data active = inhibition above about 60%;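 also: H4 neuroglioblastoma cells stably carrying SNCA 5'UTR luciferase fusion; 0% = DMSO wells and 100% = positive control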
HSF1 inhib: HSF1 inhibition | activity change, negative = inhibition, % at 7.5 µM (by protocol) | NIH3T3-HGL HSE-luciferase, MG132-induced, luminescence 8 h; active compounds read low | 300,000 tested, 0.77% active;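 active = more than half of replicate wells show activity change below -50%, luminescence cut by over half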;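 also: luciferase reports HSF-1 transcriptional activity via heat shock element; 0% = median of DMSO wells and -100% = zero luminescence signal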
Platelet DG rel: platelet dense granule release activity; human platelet-rich plasma, SFLLRN dense granule ATP release, luminescence; inhibition, %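 (compounds screened at 7.5 µM in platelet-rich plasma)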; 300,000 tested, 0.22% active;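 active = mean replicate score, as percent of positive control, at or above 50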
IEC-6 cytotox: counter-screen for KLF5 inhibitors: cytotoxicity in IEC-6 cells; IEC-6 cytotoxicity, luminescence viability; inhibition, % at 5 µM; 290,000 tested, 0.78% active; AID 1825; in the data active = inhibition above about 22%;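 also: 0% = plate median of test compound wells and 100% = cytotoxic reference compound wells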
HSP90 inh: inhibitors of HSP90 luciferase refolding in rabbit reticulocyte lysate | luciferase refolding luminescence, 3 h | inhibition, % at 5.6 µM | 290,000 tested, 0.91% active;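 active = inhibition above the screen-wide mean plus 3 SD, computed separately per campaign, cut at about 16% in these data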;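 also: 0% = DMSO wells and 100% = 60 µM geldanamycin wells; inhibitors lower the luminescence because luciferase stays unfolded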
AI-2 QS mod: modulators of Vibrio harveyi AI-2 quorum sensing system; AID 2094; Vibrio harveyi JMH597 AI-2 luminescence/OD600 ratio, 9 h; active compounds read low; strain lacks LuxN and CqsS sensors; 0 = neutral-control median; 300,000 tested, 0.4% active; activity change, % at 7.5 µM; in the data active = activity change below about -75%, passing the limit was not always enough;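 also: luminescence divided by OD600 gain over 9 h not by final OD600 alone; inactives centre near 13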
The depositor's hits bear a star; · = not tested or not shown. No enrichment for hits; about 6% have a hit in one of these screens.

SMILES	HIF activator	HSF-1 act	SKKanGAS inh	KLF5 inh	aSyn 5UTR inh	HSF1 inhib	Platelet DG rel	IEC-6 cytotox	HSP90 inh	AI-2 QS mod
Cn1c(=O)c2c(SCC(=O)NCc3ccco3)nc(CC(C)(C)C)nc2n(C)c1=O	-0.1	-5	1	-4	11	7	-6	-10	-2	6
COc1ccc(-c2nnn(CC(=O)N(CC(=O)NCCC(C)C)Cc3cccs3)n2)cc1OC	-0.2	17	13	-10	18	1	7	-3	-1	-6
O=C(CCc1ccc(S(=O)(=O)NCCc2ccccc2)cc1)NCc1ccc2c(c1)OCO2	-0.4	28	-9	-14	19	4	10	-3	7	12
COC(=O)c1ccc(COn2c(=O)c(C)[n+]([O-])c3ccccc32)cc1	0.3	-8	2	1	-2	-5	-2	4	0	24
CN1CCC(OC(=O)c2ccco2)CC1	-2.6	-9	0	-9	-2	-1	23	1	4	13
c1ccc2c(c1)OCCOCCOc1ccccc1OCCOCCO2	0.0	4	19	-3	9	-16	1	4	0	61
Cc1ccc(-c2nc(CN3CCN(C(=O)C4CCCO4)CC3)cs2)cc1 (centres undefined)	1.3	8	-1	-14	0	-7	-4	0	0	13
COc1ccc(NC(=O)C23CC4CC(C2)CC(n2cnc(Br)n2)(C4)C3)c(C)c1	0.1	41	0	-26	10	-7	2	8	6	25
C/C(=N\Nc1ccccn1)c1cccs1	2.4	6	2	-58	-148	15	7	8	-2	11
O=C(NNS(=O)(=O)c1ccc(F)cc1)C1CC(c2cccnc2)=NO1 (centres undefined)	-0.1	4	-7	-39	12	-2	-1	2	21*	21
NC(=O)c1ccc(NS(=O)(=O)c2ccc3ccccc3c2)cc1	0.7	3	2	-21	-7	-4	-3	4	2	19
CC1CC(C)CN(CCCNC(=O)c2nn(C)c3c2CS(=O)(=O)c2ccccc2-3)C1 (centres undefined)	0.0	0	0	-13	0	1	-6	-2	-3	14
O=S(=O)(Nc1cc(Sc2cccc3cccnc23)c(O)c2ccccc12)c1ccccc1	1.1	204*	91*	13	-139	204	-1	98*	-3	17
COC(=O)c1ccc(/C=C/c2c(-c3ccc(OC)cc3)oc3ccc(N4CCOCC4)cc23)cc1	-0.4	-5	11	-17	-39	0	0	0	1	-1
COc1ccc(C2=NN(C(=O)CSc3nc(=O)n4ccc(C)cc4n3)C(c3ccc(C)cc3)C2)cc1 (centres undefined)	-0.2	9	-10	·	8	11	16	·	·	7
COc1ccc(CN(C)C(C)C(=O)Nc2cccc3ccccc23)cc1 (centres undefined)	-0.2	11	-1	-7	-12	1	-5	0	-6	19
CCOC(=O)N1CCc2c(sc(NC(C)=O)c2C(N)=O)C1	0.0	18	-1	-16	4	-1	19	1	4	25
NC(=O)C1CCN(S(=O)(=O)c2cc3c4c(c2)CCN4C(=O)CC3)CC1	0.2	-6	-3	·	1	-4	0	·	·	23
CN(C)c1ccc(C(CNS(=O)(=O)c2ccc3ccccc3c2)c2c[nH]c3ccccc23)cc1 (centres undefined)	0.7	7	15	10	-30	5	12	-3	2	15
Cc1ccc(/C=N\NC(=O)Cn2nnc3ccccc32)o1	0.2	4	26	-16	6	0	12	-3	-1	1
CC(CCN(C)C)OC(=O)c1ccc(C(C)c2ccccc2)o1 (centres undefined)	1.6	18	-1	-17	-37	1	2	-6	1	21
Nc1nc(-c2ccc(Cl)cc2)nc(-c2ccc(Cl)cc2)n1	-0.7	-10	-2	-30	-21	-8	13	8	0	8
CC1(C)Cc2c(cnn2-c2ccc(F)cc2)C(NC(=O)CCCN2CCCCC2=O)C1 (centres undefined)	-0.1	-7	0	-46	-11	1	3	-1	-4	15
Cc1cc(C)c(N2C(=NC(=O)CCCC(=O)O)SC3CS(=O)(=O)CC32)c(C)c1 (centres undefined)	0.2	-2	-5	-22	18	-4	2	-3	1	6
O=C(O)CC(NCc1ccco1)C(=O)OCCc1ccccc1 (centres undefined)	-0.4	-7	3	5	-4	-1	2	-5	1	14
Additional records follow.
SMILES	HIF activator	HSF-1 act	SKKanGAS inh	KLF5 inh	aSyn 5UTR inh	HSF1 inhib	Platelet DG rel	IEC-6 cytotox	HSP90 inh	AI-2 QS mod
COc1ccc(CN2CCc3ccccc3C2)cc1Br	-0.3	8	5	3	13	-1	2	4	-1	·
COc1ccc(Cl)cc1/C=C1/C(=O)ON=C1C	-2.2	-14	3	-25	-10	0	5	-5	5	26
Cc1cc(C)cc(NC(=O)Nc2ccc(Cl)cn2)c1	-0.1	-15	5	12	-44	12	0	5	-2	9
CC(=O)NNS(=O)(=O)c1scc(S(=O)(=O)c2ccc(Cl)cc2)c1C	-0.7	-3	3	-34	-9	1	1	-5	0	22
CC1N(C(=O)N2CCOCC2)CCN1S(=O)(=O)c1cccc(C(F)(F)F)c1 (centres undefined)	0.6	-3	-7	-23	10	-7	2	-2	1	17
Cc1cc(=O)[nH]c(N/N=C/c2c(F)c(F)c(F)c(F)c2F)n1	-0.1	4	-1	-20	-32	-8	-1	12	-3	0
COc1ccc(-c2nnc3n2-c2ccccc2SC3)cc1OC	-0.1	11	-4	-6	11	-8	1	-2	4	20
COc1ccc(-c2ccc(SCC(=O)N3CCN(c4ccccc4)CC3)nn2)cc1	-0.9	31	0	5	-11	-1	-2	-1	5	17
O=C(NCC1CCCN(C(=O)NCc2ccccc2)C1)c1ccc2c(c1)OCO2 (centres undefined)	0.9	2	8	-18	-3	4	-6	1	-1	8
Nn1c(Cc2cccc3ccccc23)nnc1SCCOc1ccc(F)cc1	-0.4	16	2	-13	34	4	5	4	6	5
Cc1ccc(-c2noc(CSc3nnnn3-c3ccccc3)n2)cc1	-0.1	-38	-9	-32	8	-21	1	2	0	33
CC(C)(C)C(=O)C[n+]1ccc(C(N)=O)cc1	0.0	-4	0	-2	2	-2	3	-4	-3	10
Cc1ccc(C(=O)N(CCN2CCCCC2)CC2CCCN(C3CCCC3)C2)s1 (centres undefined)	-4.4	19	-3	-42	-77	11	0	-4	1	13
CC1CCCC(NC(=O)c2ccc3c(c2)NC(=O)CS3)C1C (centres undefined)	0.2	-32	-7	-22	-33	-16	9	0	-1	9
COc1ccc(CNC(=O)CN(C(=O)c2snc(C(N)=O)c2N)c2ccccc2F)cc1	1.6	22	-6	-14	9	2	-8	0	4	·
CCOc1cc(/C=C2/NC(=O)NC2=O)cc([N+](=O)[O-])c1O	-0.2	5	-2	-9	-10	4	0	2	-1	9
O=C1NC(=O)/C(=C/c2ccc(-c3cccc([N+](=O)[O-])c3)o2)S1	0.0	19	23	-103	-126	5	3	-1	4	0
NC(=S)NNc1cc(Cl)cc(Cl)c1	-2.1	14	2	-21	10	-6	-1	-3	-1	30
CNC(=O)CSCc1cnn(-c2ccccc2)c1-n1cccc1	0.0	16	4	-13	6	6	-1	-2	2	6
COC(=O)c1c(C)c[nH]c1C	-0.4	3	1	-11	7	-4	0	-2	4	8
CCOC(=O)C1CCN(C(=O)N(C)C)CC1	0.1	-5	1	-10	12	-7	4	-4	-1	7
Oc1c(Br)cc(/C=N/NC(=S)NCc2ccco2)cc1Br	-0.3	16	9	-3	-8	-1	-1	-2	0	86
O=C(NCc1ccc2c(c1)OCO2)C1Cc2ccccc2CN1C(=O)c1ccco1 (centres undefined)	0.1	-4	25	-2	9	-4	6	0	-5	15
CCCCCCCC(=O)NNC(=O)c1ccc([N+](=O)[O-])cc1	-0.5	-12	-3	-41	32	-1	-7	-3	-3	19
CCN(CC)S(=O)(=O)c1ccc(F)c(C(=O)NCCCN2CCOCC2)c1	-0.5	0	1	-13	-8	-1	3	-2	11	15
Next records:
SMILES	HIF activator	HSF-1 act	SKKanGAS inh	KLF5 inh	aSyn 5UTR inh	HSF1 inhib	Platelet DG rel	IEC-6 cytotox	HSP90 inh	AI-2 QS mod
COC(=O)c1cc(C)nc(N)c1C#N	-0.5	5	-3	-18	-4	-6	-3	3	-4	9
Cc1cc(NC(=O)c2ccc(S(=O)(=O)N3CCc4ccccc43)cc2)no1	0.0	-2	28	-6	-14	-4	7	2	3	12
Cc1cc(NC(=O)CSc2ncn[nH]2)no1	0.5	-8	-1	-34	6	-2	-3	-12	-9	4
CCOc1ccccc1C(=O)NC(C(=O)Nc1cccc(S(N)(=O)=O)c1)C(C)C (centres undefined)	-0.1	-4	4	-16	-1	0	-4	4	-1	14
Cc1nc(Nc2ccccc2Br)c2nnn(Cc3ccccc3)c2n1	-1.0	11	24	-66	11	-1	3	-3	3	14
CC(C(=O)OCn1nnc2ccccc2c1=O)N1C(=O)c2ccccc2C1=O (centres undefined)	-0.6	39	0	-16	-16	4	14	-3	1	12
CCOc1ccc(N2C(=O)C3CC(C)=C(C)CC3C2=O)c([N+](=O)[O-])c1 (centres undefined)	0.1	43	9	-29	7	7	0	2	-5	5
COc1ccc(OC)c(NC(=O)CCS(=O)(=O)c2cc3c(cc2C)NC(=O)CO3)c1	-0.4	3	6	-23	4	0	2	1	-3	18

Filtered by structure: the compounds so far containing an aryl thioether with sulfur outside any ring.
SMILES	HIF activator	HSF-1 act	SKKanGAS inh	KLF5 inh	aSyn 5UTR inh	HSF1 inhib	Platelet DG rel	IEC-6 cytotox	HSP90 inh	AI-2 QS mod
Cn1c(=O)c2c(SCC(=O)NCc3ccco3)nc(CC(C)(C)C)nc2n(C)c1=O	-0.1	-5	1	-4	11	7	-6	-10	-2	6
O=S(=O)(Nc1cc(Sc2cccc3cccnc23)c(O)c2ccccc12)c1ccccc1	1.1	204*	91*	13	-139	204	-1	98*	-3	17
COc1ccc(C2=NN(C(=O)CSc3nc(=O)n4ccc(C)cc4n3)C(c3ccc(C)cc3)C2)cc1 (centres undefined)	-0.2	9	-10	·	8	11	16	·	·	7
COc1ccc(-c2ccc(SCC(=O)N3CCN(c4ccccc4)CC3)nn2)cc1	-0.9	31	0	5	-11	-1	-2	-1	5	17
Nn1c(Cc2cccc3ccccc23)nnc1SCCOc1ccc(F)cc1	-0.4	16	2	-13	34	4	5	4	6	5
Cc1ccc(-c2noc(CSc3nnnn3-c3ccccc3)n2)cc1	-0.1	-38	-9	-32	8	-21	1	2	0	33
Cc1cc(NC(=O)CSc2ncn[nH]2)no1	0.5	-8	-1	-34	6	-2	-3	-12	-9	4
